# MgcRacGAP inhibition – MgcRacGAP GTPase-activating activity inhibitors, confirmation, biochemical, ADP Hunter fluorescence; AID 624330; 0.6% of 340,000 active; inhibition, % at 30 µM, or IC50 in µM where a hit was titrated; MgcRacGAP-stimulated Rac1 GTP hydrolysis, ADP Hunter fluorescence; higher % means a stronger effect; GST-tagged Rac1 F28L mutant substrate;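 active means first-screen hits whose inhibition reached a set limit at any dose in the follow-up dose series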;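 further: fluorescence reports GDP produced by GAP-driven GTP hydrolysis; strong numbers were not always called active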
# T cell HTS – T cell immune modulators affecting CD8 T cell-vesicle binding; calls only at 7 µM; 0.068% of 330,000 active; 2C CD8+ T cell-vesicle binding, flow cytometry; stronger effect = lower value;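 active means response, share of CD8 T cells binding vesicles, and their 90th percentile fluorescence all below set limits, cut at about 80% in these data, passing the limit was not always enough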
#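 System: murine 2C transgenic CD8+ T lymphocytes; also added: QL9-loaded Drosophila micro-vesicles; times: binding 1.5 h at 37 °C; measured by: flow cytometry, PE anti-B7-1 (FL2) versus Alexa647 anti-CD8 (FL8), PFA-fixed; control set: Peptide-free naked vesicles (low) and QL9 vesicles with 0.7% DMSO vehicle (high)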
# Hep lipid drop – hepatic lipid droplet formation modulation | inhibition, % at 6.5 µM | AML12 mouse hepatocytes, oleate lipid droplets, BODIPY imaging | 0.4% of 240,000 active;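 active means lipid droplet intensity inhibited by at least 50%, with more than 500 cells counted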
#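 Assay system: AML12 hepatocytes (mouse) / Also added: 100 µM oleic acid challenge / Times: overnight treatment with compound plus oleate / Detection: high-content imaging of BODIPY-stained droplets and DAPI nuclei / Evaluation: % inhibition of lipid droplet signal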
# SV40 large T antigen – TAg ATPase/helicase activity blockers – biochemical (AID 1903); SV40 large T antigen ATPase/helicase inhibition assay; higher % means a stronger effect; inhibition, % at 20 µM, or IC50 in µM where a hit was titrated; 0.39% of 310,000 active; in the data active means a potency from the dose series; further: strong numbers were not always called active
# GPR55 antagonists – inhibition of LPI-stimulated GPR55 beta-arrestin translocation – imaging, U2OS, beta-arrestin-GFP, LPI agonist, primary screen (AID 2013). U2OS GPR55 beta-arrestin-GFP translocation imaging, LPI antagonism; higher % means a stronger effect. 0.13% of 290,000 active. one-dose inhibition, % at 10 µM; IC50 in µM for titrated hits;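 active means spots per cell inhibited over 60%, with over 100 cells counted and total cytoplasm intensity under 500,000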;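 further: U2OS cells stably carrying GPR55 and arrestin-GFP stimulated by 5 µM LPI near EC80; imaged beta-arrestin-GFP aggregate spots per cell after agonist stimulation; plate controls were LPI-stimulated DMSO wells for no effect and DMSO wells without LPI for full effect; some results filed as inactive read as strong as hits; confirmed hits need IC50 under 10 µM and bright autofluorescent wells are also inconclusive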
# NTR1 ag – NTR1-driven beta-arrestin-GFP spot formation – imaging, U2OS cells, high content, primary screen (AID 493036). agonist mode. activation, % at 20 µM. 0.17% of 330,000 active;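 active means activation at or above 40% of the spot to cytoplasm intensity ratio, with at least 20 cells analyzed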;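 further: 0% = DMSO without peptide and 100% = 100 nM NTR1 peptide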
# Target sequence (P30989 whole entry, looked up): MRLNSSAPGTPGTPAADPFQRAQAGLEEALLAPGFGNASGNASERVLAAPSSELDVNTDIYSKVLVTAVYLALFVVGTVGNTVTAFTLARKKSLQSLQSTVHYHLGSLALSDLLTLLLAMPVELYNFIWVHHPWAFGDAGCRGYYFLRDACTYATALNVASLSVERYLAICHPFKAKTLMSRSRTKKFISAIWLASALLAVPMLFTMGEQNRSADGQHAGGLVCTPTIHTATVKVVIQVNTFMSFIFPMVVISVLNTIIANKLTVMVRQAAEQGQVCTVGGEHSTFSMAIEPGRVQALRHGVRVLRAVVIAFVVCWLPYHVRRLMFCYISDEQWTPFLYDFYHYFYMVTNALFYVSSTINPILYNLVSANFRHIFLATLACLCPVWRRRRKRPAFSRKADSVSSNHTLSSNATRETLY
# GPR55 activation – GPR55 agonists via beta-arrestin recruitment, primary screen, imaging, U2OS cells, beta-arrestin-GFP redistribution (AID 1961). activation, % at 10 µM; hits with a dose series show EC50 in µM. U2OS GPR55 beta-arrestin-GFP redistribution imaging; higher % means a stronger effect. 0.048% of 290,000 active;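 active means activation above 40% with more than 50 cells counted in the well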;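 further: U2OS osteosarcoma cells stably expressing GPR55 and beta-arrestin-GFP; plate controls were DMSO negative control for no effect and LPI positive control for full effect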
# GPR35 antagonists – inhibition of zaprinast-stimulated GPR35 beta-arrestin translocation – imaging, U2OS, beta-arrestin-GFP, zaprinast agonist, primary screen (AID 2058) | U2OS GPR35 beta-arrestin-GFP translocation imaging, zaprinast antagonism; higher % means a stronger effect | inhibition, % at 10 µM, or IC50 in µM where a hit was titrated | 0.052% of 290,000 active;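 active means inhibition of at least 50% with at least 30 cells and total cytoplasm GFP at most 10,000,000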
# LYP inhibition – PTPN22 lymphoid phosphatase activity blockers – biochemical, fluorescence intensity, uHTS (AID 1779); inhibition, % at 11.5 µM, or IC50 in µM where a hit was titrated; 0.054% of 290,000 active; recombinant LYP phosphatase, fluorescence intensity; higher % means a stronger effect; in the data active means inhibition above about 50%;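 further: plate controls were vehicle with enzyme for no effect and no enzyme for full effect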
# Hep lipid drop cells 6.5 µM – second read-out of Hep lipid drop, no call of its own (marks repeat the call); cell count; measured here: cell count, cytotoxicity flag;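 cells counted across two imaged fields per well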
# T cell HTS vesicle-bound % – further read-out of T cell HTS, marked with its call; double positive events, %; measured here: CD8+ vesicle-bound cell fraction;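 binding gate set so that unloaded-vesicle control wells show 10% double positive cells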
# NTR1 ag cell count 20 µM – also measured in NTR1 ag; calls as there; cell count; measured here: cell count, cytotoxicity flag
# * marks the source's active call; other numbers are inactive results; i = inactive; . = not tested or not shown; & = joins results of further samples.
# The opening 2 entries, to show the layout:
SMILES,MgcRacGAP inhibition,T cell HTS,T cell HTS vesicle-bound %,Hep lipid drop,Hep lipid drop cells 6.5 µM,SV40 large T antigen,GPR55 antagonists,NTR1 ag,NTR1 ag cell count 20 µM,GPR55 activation,GPR35 antagonists,LYP inhibition
Cc1cc(C(=O)Nc2c[nH]c(=O)[nH]c2=O)ccc1[N+](=O)[O-],13%,i,31,.,.,11%,4%,-0.3,81,0.8%,21%,5%
Cc1c(NC(=O)C(C)c2ccc(CC(C)C)cc2)c(=O)n(-c2ccccc2)n1C (centres undefined),-1%,i,50,-3,707,0%,20%,-0.8,77,0.2%,-10%,-2%

# Results, previewed entries included:
SMILES,MgcRacGAP inhibition,T cell HTS,T cell HTS vesicle-bound %,Hep lipid drop,Hep lipid drop cells 6.5 µM,SV40 large T antigen,GPR55 antagonists,NTR1 ag,NTR1 ag cell count 20 µM,GPR55 activation,GPR35 antagonists,LYP inhibition
Cc1cc(C(=O)Nc2c[nH]c(=O)[nH]c2=O)ccc1[N+](=O)[O-],13%,i,31,.,.,11%,4%,-0.3,81,0.8%,21%,5%
Cc1c(NC(=O)C(C)c2ccc(CC(C)C)cc2)c(=O)n(-c2ccccc2)n1C (centres undefined),-1%,i,50,-3,707,0%,20%,-0.8,77,0.2%,-10%,-2%
COc1cc2c(c(O)c1OC)-c1c(cc(OC)c(OC)c1O)[C@@H](OC(=O)c1ccccc1)[C@@](C)(O)[C@@H](C)[C@@H]2OC(C)=O,.,.,.,-14,725,.,8%,0.9,91,-0.1%,3%,-7%
CCCCC1=CC2=CC(=O)C(C)(OC(=O)CC)C(=O)C2=CN1C1CCCCC1 (centres undefined),4%,i,18,.,.,5%,16%,0.1,60,-0.2%,-8%,-6%
COc1nnc(-c2ccc(C)c(S(=O)(=O)N(C)C)c2)c2ccccc12,7%,i,54,-17,799,8%,10%,0.0,50,-0.2%,4%,1%
COCCCN(C(=O)c1cc2c(s1)CCC2)c1c(N)n(Cc2ccccc2)c(=O)[nH]c1=O,4%,i,22,19,695,9%,-6%,-1.2,83,0.1%,-9%,-1%
Cc1ccc(S(=O)(=O)NNC(=O)NC23CC4CC(CC(C4)C2)C3)cc1,-3%,i,9,19,639,2%,7%,0.4,69,0.1%,9%,4%
O=C(Nc1cccc(-n2cnnn2)c1)C1CCCN(Cc2cccc(C(F)(F)F)c2)C1 (centres undefined),-9%,i,46,-11,673,9%,-9%,4.3,44,-0.1%,9%,-5%
CCCSc1nsc(NC(=O)Nc2ccc(F)cc2F)n1,6%,i,54,-9,833,-2%,-3%,16,57,-0.3%,-18%,1%
COC(=O)C1=C(O)C(C(=O)OC)C(c2ccc(C)cc2)C(C#N)(C#N)C1c1ccc(C)cc1 (centres undefined),6%,i,13,-9,736,8%,2%,2.0,72,-0.1%,-1%,-1%
N#Cc1c(-c2ccc3c(c2)OCO3)cc[nH]c1=O,7%,i,59,-1,822,16%,10%,-1.0,52,0.0%,15%,1%
COc1ccc2c3c([nH]c2c1)C(C)N(C(C)=O)CC3 (centres undefined),7%,i,53,0,631,26%,7%,2.1,58,0.0%,6%,-2%
Cc1ccnc2nc(C(=O)OCC(=O)NC(=O)NCc3ccco3)nn12,2%,i,4,-1,719,4%,0%,2.2,61,-0.5%,-4%,-9%
COc1cc2c(cc1NC(=O)C(C)N1CCN(S(=O)(=O)c3ccc(C)c(C)c3)CC1)oc1ccccc12 (centres undefined),1%,i,39,10,781,11%,14%,-2.0,68,-0.2%,13%,-3%
O=C(Nc1ccccc1N1CCN(C(=O)c2ccc(Cl)cc2)CC1)c1ccc(Br)cc1,8%,i,50,-2,817,5%,4%,1.1,81,0.2%,17%,2%

# Pulled one by one from the entries so far (4):
SMILES,MgcRacGAP inhibition,T cell HTS,T cell HTS vesicle-bound %,Hep lipid drop,Hep lipid drop cells 6.5 µM,SV40 large T antigen,GPR55 antagonists,NTR1 ag,NTR1 ag cell count 20 µM,GPR55 activation,GPR35 antagonists,LYP inhibition
CCCCC1=CC2=CC(=O)C(C)(OC(=O)CC)C(=O)C2=CN1C1CCCCC1 (centres undefined),4%,i,18,.,.,5%,16%,0.1,60,-0.2%,-8%,-6%
COc1ccc2c3c([nH]c2c1)C(C)N(C(C)=O)CC3 (centres undefined),7%,i,53,0,631,26%,7%,2.1,58,0.0%,6%,-2%
N#Cc1c(-c2ccc3c(c2)OCO3)cc[nH]c1=O,7%,i,59,-1,822,16%,10%,-1.0,52,0.0%,15%,1%
Cc1ccc(S(=O)(=O)NNC(=O)NC23CC4CC(CC(C4)C2)C3)cc1,-3%,i,9,19,639,2%,7%,0.4,69,0.1%,9%,4%

# The listing continues:
SMILES,MgcRacGAP inhibition,T cell HTS,T cell HTS vesicle-bound %,Hep lipid drop,Hep lipid drop cells 6.5 µM,SV40 large T antigen,GPR55 antagonists,NTR1 ag,NTR1 ag cell count 20 µM,GPR55 activation,GPR35 antagonists,LYP inhibition
C=CCN=c1scc(-c2ccccc2)n1/N=C/c1ccccn1,2%&8%,i,61,-18,529,9%,-1%,4.9,92,0.2%,5%,8%
Cc1ccc(S(=O)(=O)N(C)C)cc1NC(=O)c1ccccc1Br,3%,i,34,-4,664,22%,1%,0.5,49,-0.5%,-10%,0%
CCCc1cc(=O)[nH]c2nnc(SCC(=O)Nc3ccc4c(c3)OCCO4)n12,-1%,i,8,.,.,25%,.,-0.4,65,.,.,.
COc1ccc(CCNC(=O)Cc2cc(=O)[nH]c(=O)[nH]2)cc1OC,7%,i,35,.,.,4%,2%,-0.1,85,-0.1%,13%,-14%
Cc1ccc(CNC(=O)CSc2nc3ccccc3c(=O)n2CCCO)cc1,6%,i,57,-10,674,-3%,11%,0.1,68,-0.2%,23%,1%
C/C(=N\NC(=O)c1nnn(-c2nonc2N)c1C)c1ccc(OCc2ccccc2)cc1,-14%,i,19,10,726,2%,1%,-1.8,66,-0.2%,5%,-9%
O=C(COc1ccc2ccccc2c1)NNC(=O)[C@@H]1CCCC[C@@H]1C(=O)O,5%,i,24,.,.,2%,11%,-0.2,74,-0.1%,0%,-9%
COc1cc(/C=C/C(=O)O)cc(S(=O)(=O)NCc2ccc3c(c2)OCO3)c1OC,3%,i,49,-11,745,10%,8%,0.3,40,-0.1%,2%,-7%
CCc1ccccc1NC(=S)N(Cc1ccc(OC)cc1)CC1CCC(C(=O)O)CC1 (centres undefined),-5%,i,32,-3,708,5%,12%,2.7,38,0.9%,5%,-3%
CCCOC(=O)Nc1c(C)cccc1C(C)C,6%,i,53,-24,725,6%,11%,-1.3,91,-0.1%,29%,-9%
COc1cccc(C(=O)Nc2cccc(NC(C)=O)c2)c1,11%,i,48,.,.,8%,-4%,-1.5,67,-0.2%,8%,-8%
O=C(NCC1CCCO1)[C@@H]1CSC2c3ccccc3C(=O)N21 (some centres undefined),11%,i,27,.,.,1%,-12%,3.2,53,0.5%,-6%,-9%
CC(C)n1cnc2cc(NCc3ccccc3O)ccc21,14%,i,52,5,706,33%,10%,-1.6,54,-0.1%,-11%,-3%
OC(CN1CCOCC1)c1ccc(F)cc1 (centres undefined),10%,i,30,14,667,0%,-1%,-0.6,84,0.3%,9%,-4%
Cc1ccc(NC(=O)COC(=O)c2ccc(=O)n(Cc3ccccc3)n2)cc1F,3%,i,29,.,.,17%,.,0.3,65,.,.,.

# Sorted by the number under MgcRacGAP inhibition (low to high): some entries from above.
Molecule	MgcRacGAP inhibition
Cc1ccc(S(=O)(=O)NNC(=O)NC23CC4CC(CC(C4)C2)C3)cc1	-3%
COc1cc2c(cc1NC(=O)C(C)N1CCN(S(=O)(=O)c3ccc(C)c(C)c3)CC1)oc1ccccc12 (centres undefined)	1%
N#Cc1c(-c2ccc3c(c2)OCO3)cc[nH]c1=O	7%

# Next section.
SMILES,MgcRacGAP inhibition,T cell HTS,T cell HTS vesicle-bound %,Hep lipid drop,Hep lipid drop cells 6.5 µM,SV40 large T antigen,GPR55 antagonists,NTR1 ag,NTR1 ag cell count 20 µM,GPR55 activation,GPR35 antagonists,LYP inhibition
Cc1ccc(C)c(S(=O)(=O)NCCCn2ccnc2)c1,5%,i,34,-7,607,9%,-2%,-2.5,74,-0.4%,-6%,-3%
COc1ccccc1N1CCN(C(=O)c2cc(-c3ccc(C)cc3)on2)CC1,-2%,i,15,0,792,5%,11%,2.6,61,-0.1%,11%,3%
Cc1ccc(S(=O)(=O)N(C)C)cc1NC(=O)COC(=O)/C=C/c1ccc2c(c1)OCO2,-8%,i,23,-4,768,25%,-2%,2.4,54,0.5%,-1%,0%
Cc1ccc(/C=C/C2=NN(Cc3ccccc3)C(=O)CC2)cc1,3%,i,44,-3,782,11%,-6%,1.1,61,-0.1%,-1%,-4%
Cc1ccccc1C(=O)Oc1ccc2ccc(O)cc2c1,12%,i,61,6,806,1%,7%,0.1,56,-0.2%,13%,-8%
COc1ccc(CCn2c(=O)[nH]c3cc(C(=O)NCCc4ccccc4)ccc3c2=O)cc1OC,.,.,.,.,.,.,26%,.,.,-0.1%,11%,-1%
O=C(NCCc1ccccn1)c1ccc(OC2CCN(Cc3ccccn3)CC2)cc1,8%,i,31,0,824,21%,-5%,0.3,61,0.3%,4%,-8%
CCN(CC)c1ccc(C(=O)N/N=C(\C)c2ccc(O)cc2)cc1,17%,i,38,8,667,35%,-2%,0.3,57,0.2%,4%,-2%
COc1ccc2nc3oc(C(=O)N4CCN(c5cccc(C(F)(F)F)c5)CC4)cc3cc2c1,4%,i,65,.,.,2%,10%,4.0,57,0.0%,9%,-1%
CCc1ccc(OCC(=O)N/N=C/c2ccc(OS(=O)(=O)c3ccc(C)cc3)c(OC)c2)cc1,6%,i,40,-50,610,13%,-14%,2.7,81,-0.1%,3%,14%
O=C(N/N=C/c1ccc(O)c(O)c1O)/C(=C/c1ccc([N+](=O)[O-])cc1)NC(=O)c1ccccc1,-32%,i,49,-6,678,-37%,-2%,3.1,71,-0.2%,-14%,8%

# Compound activity from PubChem.
